Compound activity as filed in PubChem BioAssay.
PKA-R2B act: PKA-R2B complex activation. activation, % at 11.4 µM. P22694+P31323. PKA-R2B holoenzyme dissociation, Cy5-IP20 fluorescence polarization; R2B truncated from residue 108, S112A mutant; 0% DMSO only, 100% 113 µM cGMP. 0.079% of 340,000 active. AID 504700;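 active = activation above a cutoff set at the mean over all compounds plus 3 SD, cut at about 18% in these data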;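 also: higher means more holoenzyme dissociation and a rise in polarization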
CDK5 p35 inh: inhibitors of human CDK5/p35 kinase; inhibition, % at 10 µM; Recombinant CDK5/p35, ADP-Glo luminescence, 60 min; Q00535+Q15078; AID 488839; 0.01% of 330,000 active;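 active = highest replicate inhibition of at least 50% and at least 75% of replicates reaching 50%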;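 also: plate controls were DMSO neutral control for no effect and GW8510 at 10 µM for full effect; many of its hits are not listed in these tables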
Target sequence (Q00535 whole entry, looked up): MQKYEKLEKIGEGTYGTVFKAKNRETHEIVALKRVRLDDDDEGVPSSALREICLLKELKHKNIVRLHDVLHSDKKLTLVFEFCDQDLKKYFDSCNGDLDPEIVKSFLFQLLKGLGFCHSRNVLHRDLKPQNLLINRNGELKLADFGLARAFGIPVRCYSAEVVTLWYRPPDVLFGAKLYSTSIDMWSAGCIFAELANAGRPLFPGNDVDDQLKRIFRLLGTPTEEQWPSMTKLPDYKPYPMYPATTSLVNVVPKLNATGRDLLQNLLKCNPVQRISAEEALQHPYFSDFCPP
Target sequence (Q15078 whole entry, looked up): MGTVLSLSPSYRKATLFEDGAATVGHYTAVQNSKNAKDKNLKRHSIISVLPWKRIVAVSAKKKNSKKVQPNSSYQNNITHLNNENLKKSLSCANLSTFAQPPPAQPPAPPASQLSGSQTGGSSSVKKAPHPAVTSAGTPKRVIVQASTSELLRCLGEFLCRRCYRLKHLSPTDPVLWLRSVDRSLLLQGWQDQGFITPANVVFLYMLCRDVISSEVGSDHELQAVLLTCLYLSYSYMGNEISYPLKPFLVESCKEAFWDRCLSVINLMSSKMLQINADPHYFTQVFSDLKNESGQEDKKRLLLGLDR
Tat transport: blocks Tat-dependent protein export in E. coli; E. coli MC4100 TorA-mCherry Tat export, fluorescence; inhibition, % at 10 µM; 0.036% of 340,000 active; AID 488895;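 active = mean replicate inhibition at least 50% and at least half of replicates individually reaching 50%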;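 also: exported cargo escapes ClpAP degradation while cytoplasmic cargo is degraded and loses fluorescence; 0% = median of neutral control wells and 100% = median of NaSCN control wells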
PKA-R1A act: PKA-R1A complex activation. P00514+P68181. PKA-R1A dissociation, Cy5-IP20 fluorescence polarization; scaled: DMSO 0%, 113 µM cGMP 100%. activation, % at 11.4 µM. 0.083% of 340,000 active;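 active = percent activation above the mean of all tested compounds plus 3 SD, cut at about 19% in these data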;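 also: higher means more PKAc released from R1A so a rise in polarization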
HTR5A inv ctr: inverse agonist of human HTR5A in OPRM1-OPRD1 counter-screen | HTR5A cell line, luminescence, inverse agonism | P47898 | AID 504634 | inhibition, % at 9.3 µM | 0.083% of 340,000 active; in the data active = inhibition mostly above about 23%, no sharp cut-off; inactive = mostly below about 18%;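 also: 0% = cells with DMSO and 100% = no-cell wells with DMSO; some compounds called inactive have numbers as strong as hits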
Target sequence (P47898 whole entry, looked up): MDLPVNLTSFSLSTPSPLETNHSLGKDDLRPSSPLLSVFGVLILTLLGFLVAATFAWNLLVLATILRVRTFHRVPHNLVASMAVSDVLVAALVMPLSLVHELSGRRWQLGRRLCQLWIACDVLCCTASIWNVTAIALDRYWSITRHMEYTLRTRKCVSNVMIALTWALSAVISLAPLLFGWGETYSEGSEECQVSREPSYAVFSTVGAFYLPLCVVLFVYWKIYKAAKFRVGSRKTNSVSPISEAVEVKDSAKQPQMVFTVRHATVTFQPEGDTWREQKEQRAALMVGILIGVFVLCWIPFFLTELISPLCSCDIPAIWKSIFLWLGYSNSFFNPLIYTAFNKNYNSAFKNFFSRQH
phage Ecoli inh: E. coli growth loss with phage present | growth absorbance | inhibition, % at 11.9 µM | 0.26% of 360,000 active; in the data active = inhibition above about 11%
E coli growth: counter-screen for AddAB inhibitors: E. coli growth inhibition; inhibition, % at 11.9 µM; E. coli V3065 growth, OD600 absorbance, 18 h; 0.27% of 330,000 active;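 active = inhibition above the campaign's mean inhibition across all tested compounds plus 3 SD, cut at about 9.9% in these data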;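 also: uninfected addAB+ strain grown without phage in ampicillin broth; 0% = DMSO wells and 100% = ciprofloxacin 0.95 µg/ml wells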
HTR5A ag ctr: activates human HTR5A in OPRM1-OPRD1 agonist counter-screen; activation, % at 9.3 µM; 0.61% of 340,000 active; HTR5A agonist assay, luminescence, cell-based; in the data active = activation mostly above about 9.5%, no sharp cut-off; inactive = mostly below about 7.6%;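 also: 0% = cells with vehicle only and 100% = reference agonist; strong numbers were not always called active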
Mot1-301 SUMO: blocks SUMOylation pathway, rescuing yeast Mot1-301 growth | S. cerevisiae Mot1-301 growth rescue, ATP luminescence, 38.5C; percent above DMSO median, 100 means doubled | growth rescue, % at 18.8 µM | 1% of 320,000 active | AID 2716;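 active = every valid replicate shows activation above 250% relative to neutral control wells; inactive = the rest, any valid replicate at or below 250%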;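 also: OY570 slx delta 5 strain wells were the positive control but not used for scaling; some compounds called inactive have numbers as strong as hits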
AddAB inh: less growth of phage-infected E. coli with AddAB; inhibition, % at 11.9 µM; 0.29% of 330,000 active; E. coli expressing H. pylori AddAB, absorbance growth; in the data active = inhibition above about 12%;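 also: 0% = vehicle wells of infected cells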
DAGLB inh: diacylglycerol lipase beta (human) inhibition; Q8NCG7; HEK293T DAGLB membrane lysate, EnzChek fluorogenic substrate; inhibition, % at 5.17 µM; 0.059% of 340,000 active; AID 504411; in the data active = inhibition above about 34%;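 also: 0% = enzyme with vehicle and 100% = wells lacking enzyme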
* marks the source's active call; other numbers are inactive results; · = no result given; & = joins results of further samples.

SMILES	PKA-R2B act	CDK5 p35 inh	Tat transport	PKA-R1A act	HTR5A inv ctr	phage Ecoli inh	E coli growth	HTR5A ag ctr	Mot1-301 SUMO	AddAB inh	DAGLB inh
CCOC(=O)N1CCN(CC(=O)Nc2sc(CC)cc2C(=O)c2ccc(OC)cc2)CC1	14.3	0.5	-3.1	-12.9	9.4	-0.8	3.0	4.5	-17.0	-1.4	-7.4
c1ccc(Cn2nnc3c(N4CCc5ccccc54)ncnc32)cc1	-10.6	0.9	8.8	-8.0	-26.0	-0.3	0.2	-0.7	-1.4	-0.8	-5.0
CC(C)C(=O)Nc1ccc2c(c1)nc(CCN1CCCCC1)n2C	-8.5	0.6	-5.2	3.0	22.2	2.1	1.5	-5.7	14.1	1.1	0.9
COc1cc(C)nc(N(Cc2ccccc2)S(=O)(=O)c2ccc(C)cc2)n1	-6.5	-0.3	9.6	-10.4	23.9	-0.3	-0.1	1.6	707.9	0.3	-11.9
CC1(C)O[C@@H]2C[C@H]3[C@@H]4CCC5=CC(=O)C=C[C@]5(C)[C@@]4(F)[C@@H](O)C[C@]3(C)[C@]2(C(=O)CO)O1	-1.2	-0.2	-1.9	-10.1	-28.4	3.5	1.6	-1.9	260.7&-15.6	1.3	1.2
CC(C)(O)C#Cc1ccc(C(=O)NC2CCCCC2)s1	-2.7	-0.8	10.9	4.2	-10.3	4.5	0.0	4.2	0.8	1.1	-1.1
CSCCC(NS(=O)(=O)c1ccccc1F)C(=O)N1CCCCCCC1 (stereo not drawn)	2.5	0.4	-2.0	5.5	-17.0	1.5	-0.6	3.4	30.9	0.1	0.8
Cc1nc(NC(=O)C2CC2)sc1C(=O)Nc1cccc(Cl)c1	-0.7	-1.1	-3.6	-9.8	2.7	6.0	·	-0.7	18.8	·	2.1
NCCCC[C@@H](C(=O)N1CCNCC1)n1cc([C@@H](N)CO)nn1	-2.3	-1.2	-0.1	-5.0	6.1	0.0	3.1	-2.3	4.5	2.8	2.8
CCCC[n+]1ccn(-c2nc3c([N+](=O)[O-])cccc3n2C)c1	10.8	-0.3	-2.9	-2.0	6.1	0.8	·	-1.6	-4.8	·	0.0
Cc1ccc(NC(=S)N2CC(C)OC(C)C2)cc1C (stereo not drawn)	-11.5	2.2	-4.8	7.9	-39.6	-0.6	·	3.7	20.4	·	2.1
O=C(CN1C(=O)/C(=C\c2cccc(F)c2)Oc2ccccc21)N1CCN(c2ccccn2)CC1	-13.4	-1.1	-4.4	-11.8	5.9	-0.9	1.9	7.5	6.3	2.4	0.2
O=C(NC1CCN(C(=O)c2ccccc2Br)CC1)c1ccccc1	-1.1	0.6	-4.2	-11.4	-3.6	0.9	-2.2	0.9	13.8	0.2	-0.6
Cc1ccc(C(=O)n2nnc3ccccc32)cc1[N+](=O)[O-]	-3.2	0.2	-3.7	-5.3	-6.8	2.1	1.0	-2.1	24.8	4.5	1.8
Cn1cnc([N+](=O)[O-])c1Oc1cccc2ccccc12	-4.0	-5.3	-5.0	-1.8	21.1	1.5	-1.0	-4.5	-7.9	4.2	-9.2
CC(=O)N1/C(=C/c2ccc(N(C)C)cc2)C(=O)c2ccccc21	-11.0	-2.7	7.5	-0.3	15.5	1.3	·	-9.0	·	·	2.3
Cc1ccc2c(c1)N(C(=O)CCC(=O)NCCCN1CCN(C)CC1)CCO2	-7.7	-0.8	7.8	6.1	-17.2	3.1	-1.8	5.7	32.8	-0.6	-0.3
CCCCN(C(=O)c1cc(-c2ccco2)nc2ccccc12)c1c(N)n(CCCC)c(=O)[nH]c1=O	-4.1	-2.7	-6.1	-7.4	-1.7	0.2	-0.2	-7.2	102.3	1.4	4.4
CCCCN1C(=O)/C(=C/C=C2\Oc3ccccc3N2CC)SC1=S	3.1	1.8	-2.6	-1.5	7.5	3.5	·	-3.0	·	·	-50.1
N#Cc1c(Nc2ccccc2)c(C=NCCN2CCOCC2)c[nH]c1=O	-1.5	0.0	-2.0	-1.5	0.9	0.9	1.1	-2.8	-7.4	1.8	-1.2
CCOc1ccc(NC(=O)c2ccc(C#CC(C)(C)O)cc2)cc1	-11.9	-1.2	-3.8	-3.5	10.3	2.3	-1.7	2.5	-8.7	-0.6	-1.6
O=C1CC(NS(=O)(=O)c2ccc([N+](=O)[O-])cc2)CN1c1ccc2c(c1)OCCO2 (stereo not drawn)	-3.8	1.1	-3.7	-4.5	-6.1	4.8	1.1	2.2	-10.0	4.5	-3.4
CCCCCSc1nc2c(c(=O)[nH]c(=O)n2C)n1CC	-10.2	-0.2	8.8	0.5	22.3	1.9	-1.3	3.2	-5.7	-1.4	2.9
Cc1ccccc1NC(=O)COC(=O)c1c[nH]c(=O)[nH]c1=O	-1.5	-1.0	-1.3	13.5	5.0	0.7	-0.9	-1.6	3.5	-1.8	-0.8
O=C(NCc1ccc2c(c1)OCO2)C1CCN(c2ncccn2)CC1	5.5	-3.3	-10.0	-3.1	-0.2	0.3	-0.5	0.1	-3.2	0.0	-1.4

Following part.
SMILES	PKA-R2B act	CDK5 p35 inh	Tat transport	PKA-R1A act	HTR5A inv ctr	phage Ecoli inh	E coli growth	HTR5A ag ctr	Mot1-301 SUMO	AddAB inh	DAGLB inh
CN1CCN(CP(=O)(N2CCOCC2)N2CCOCC2)CC1	0.2	-2.6	-7.3	-1.7	14.5	4.6	-2.1	-1.7	1.4	1.1	-0.4
CN(C)c1ccc(CNc2ccc3c(c2)ncn3C(C)(C)C)cc1	-3.4	0.2	7.9	-13.7	-31.4	4.4	0.3	8.0	-3.7	-1.1	-1.8
O=C(NCC(=O)N(CC1CCCO1)C(C(=O)NC1CCCC1)c1ccc(F)cc1)c1ccco1 (stereo not drawn)	-7.9	-0.3	-10.3	-1.8	-4.1	0.5	-0.6	1.2	4.8	1.8	-4.1
CNC[C@H](O)c1ccc(O)c(O)c1	-0.7	-0.3	-7.6	-3.1	15.2	-0.5	0.7	-0.8	-7.2	-1.9	1.4
CCOC(=O)c1sc(=NC(=O)c2ccco2)n(C)c1C	-4.9	0.3	4.2	2.5	-4.7	0.6	-0.1	1.7	·	2.0	-2.6
COc1ccc(C(CNC(=O)c2cccc(S(=O)(=O)Nc3ccc(F)cc3)c2)N(C)C)cc1 (stereo not drawn)	-2.5	0.5	1.2	-5.0	10.4	2.9	·	-4.3	·	·	2.0
COC(=O)C1=C(C)NC(C)=C(C(=O)OC)C1c1cn(-c2ccccc2)nc1-c1ccco1	3.0	4.0	-6.9	1.6	-1.8	0.1	-1.8	0.8	-6.0	0.0	-2.5
Cc1cc(C)n2[nH]c(=O)c(N=Nc3ccccc3)c2n1	4.5	2.3	-4.2	-4.5	16.3	1.8	0.8	-6.4	113.8	6.0	3.5
CCOC(=O)NC(=S)Nc1c(C)n(C)n(-c2ccccc2)c1=O	-10.5	0.5	-3.3	0.4	-1.3	3.2	-1.7	0.2	-14.6	-3.4	-1.4
O=C(NCc1cc(Br)cc(Br)c1OC(=O)c1ccccc1[N+](=O)[O-])c1ccccc1	2.7	1.3	-4.4	13.2	-6.8	2.9	-0.1	-2.9	-4.2	0.0	-16.6
COC(=O)c1[nH]c2c(c1C(=O)OC)CCc1ccccc1-2	-3.0	0.8	-3.1	4.4	-5.5	-0.7	-0.2	1.5	-33.2	1.1	-1.0
COc1cc(C(=O)NCc2cc3cc(Cl)ccc3n2C)cc(OC)c1OC	0.1	-0.6	1.4	-3.1	-13.5	1.9	-5.4	3.6	-4.6	1.2	-2.4
Cc1[nH]c2ccccc2c1C(=O)C(=O)NCCCc1ccccc1	12.9	1.1	3.1	-8.3	-1.5	2.7	1.5	0.4	-6.0	4.3	-2.7
COCCNC(=O)NC(=O)CN1CCN(C(c2ccccc2)c2ccccc2)CC1	1.5	-0.5	2.9	-10.2	13.7	2.8	-0.4	-5.5	-23.4	1.3	-3.2
C=CCn1c(=O)c2c(nc3n2CCCN3Cc2ccccc2)n(C)c1=O	5.9	0.2	0.3	-7.0	7.8	-2.5	-0.7	-2.7	436.7	3.9	0.8
COc1cc(C2C(C(=O)OCCC#N)=C(C)NC3=C2S(=O)(=O)c2ccccc23)cc(OC)c1OC (stereo not drawn)	7.8	-0.3	-6.2	3.0	-4.2	0.5	-1.7	0.9	-0.7	0.2	-0.6
CN(C)/C=N/C(=S)Nc1ccccc1F	0.1	1.1	0.5	-6.2	-7.0	2.2	-0.8	2.5	-4.3	-1.9	-2.6
COC(=O)c1ccccc1NC(=O)CCCN1C(=O)C(c2ccccc2)Oc2cccnc21 (stereo not drawn)	1.3	-0.2	-2.1	-3.8	-4.3	-0.1	-1.6	1.1	-7.3	1.5	-7.4
COc1ccccc1N1CCN(C(=O)CSc2nc(C)c(Cc3ccccc3)c(=O)[nH]2)CC1	-4.0	1.1	14.6	6.0	4.4	-0.4	-0.2	4.0	1.0	-1.7	4.2
Cc1nc2ccccn2c1-c1nnco1	-7.9	0.3	-5.5	-4.2	8.9	4.2	1.6	-3.6	14.8	0.9	0.0
Oc1ccc(Cc2ccccc2Cl)c(O)c1	-10.7	0.4	-5.3	-5.7	11.6	2.2	·	-3.2	·	·	-2.0
Cc1cc(/C=C(/C#N)C(=O)O)c(C)n1CCC(C)C	-6.7	-1.8	0.0	-4.1	8.7	2.0	0.8	4.7	-0.5	1.4	3.0
O=C(CNCCc1ccc(F)cc1)Nc1cc(F)ccc1F	-8.1	-0.5	-3.8	-5.2	10.2	2.0	2.2	-2.8	2.8	-1.9	-1.0
O=C(NCc1ccccc1)c1cc(-c2cccs2)on1	1.8	2.7	-2.4	-13.4	-5.1	5.1	0.4	2.7	-1.3	1.8	-16.8
CON(C)c1nc(OCCNC(=O)OCc2ccc(Cl)cc2C)nc(N(C)C)n1	3.2	-0.4	0.7	1.6	12.2	2.5	-0.4	-3.4	29.4	3.9	-4.1

Remaining list, next part.
SMILES	PKA-R2B act	CDK5 p35 inh	Tat transport	PKA-R1A act	HTR5A inv ctr	phage Ecoli inh	E coli growth	HTR5A ag ctr	Mot1-301 SUMO	AddAB inh	DAGLB inh
O=C(Nc1ccc(S(=O)(=O)N2C[C@@H]3C[C@@H](C2)c2cccc(=O)n2C3)cc1)c1ccc(F)cc1	-3.9	-0.1	0.1	-13.2	-9.2	3.4	-0.3	2.2	-17.1	2.0	-0.7
c1ccc(-c2cc(-c3nnc4sc(-c5ccccn5)nn34)[nH]n2)cc1	-7.2	1.5	-6.2	4.3	-2.6	0.2	0.2	1.2	4.6	2.3	3.5
O=C(CSc1nc2ncc(Br)cc2[nH]1)Nc1ccccc1-c1ccccc1	-1.9	-0.8	2.7	-4.3	-6.7	1.4	-0.2	1.8	113.1	0.4	-1.1
N=c1nc(N)nc2n1NC(c1ccc(F)cc1)=CS2	-1.1	1.4	6.5	-2.7	-1.9	1.1	1.1	3.4	-13.8	2.1	2.2
CC1(C)C(=O)C2(C(=O)NCc3ccccc3)CCC1C2 (stereo not drawn)	-0.6	0.6	-3.1	10.5	-5.1	2.0	-0.4	-0.9	-3.0	-1.1	-2.3
Cc1ccccc1NC(=O)c1cccc(C(F)(F)F)c1	-0.2	·	-5.2	-4.5	-11.9	2.3	-0.4	3.7	-2.0	-1.6	-4.2
COc1ccc(NC(=O)N2CCCC2C(=O)Nc2ccc(C)cc2C)cc1 (stereo not drawn)	-9.4	-1.5	4.2	-5.5	9.3	2.2	0.2	-3.8	-2.9	0.9	-1.7

Rows are unselected; overall some 2.3% were active at least once.
